PDI turbidity = blocks human protein disulfide isomerase activity; actives 0.052% (n = 350,000); inhibition, % at 10 µM; PDI insulin aggregation turbidity, A650, 90 min;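 active = mean inhibition across replicates of 30% or more, whatever share of single replicates reach that level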;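 also: absorbance from insulin aggregation driven by PDI reduction with DTT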
Target sequence (P07237 whole entry, looked up): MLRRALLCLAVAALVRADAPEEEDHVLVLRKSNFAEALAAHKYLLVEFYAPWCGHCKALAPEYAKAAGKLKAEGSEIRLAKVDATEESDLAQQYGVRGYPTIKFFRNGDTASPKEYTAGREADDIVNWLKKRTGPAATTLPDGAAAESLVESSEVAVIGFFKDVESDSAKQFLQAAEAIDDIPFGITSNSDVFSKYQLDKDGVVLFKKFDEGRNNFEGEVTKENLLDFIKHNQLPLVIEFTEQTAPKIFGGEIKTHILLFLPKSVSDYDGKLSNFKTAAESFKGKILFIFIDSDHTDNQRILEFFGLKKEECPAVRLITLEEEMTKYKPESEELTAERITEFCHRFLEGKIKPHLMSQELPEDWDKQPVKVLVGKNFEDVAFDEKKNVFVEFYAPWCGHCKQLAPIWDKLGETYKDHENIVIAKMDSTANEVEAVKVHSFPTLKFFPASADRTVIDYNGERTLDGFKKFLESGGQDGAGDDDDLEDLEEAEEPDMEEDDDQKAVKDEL
HIF-2a inh = HIF-2a inhibition. 786-0 RCC cells HIF-2a reporter, luciferase luminescence, overnight. inhibition, % at 18.8 µM. actives 0.72% (n = 360,000);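 active = inhibition of the luminescence signal of 40% or more relative to plate controls, in a single-dose primary screen at 18.75 µM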
NR2E3 ag-1 = activates human photoreceptor nuclear receptor NR2E3 | Q9Y5X4 | GST-NR2E3/biotin-RetCOR TR-FRET, 1536-well | inhibition of corepressor binding, % at 4.78 µM | actives 0.12% (n = 320,000) | AID 2300;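 active = percent inhibition above the cutoff of mean plus 3 SD of all tested compounds, set per screening campaign, cut at about 20% in these data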;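 also: 0% = DMSO wells and 100% = biotin wells as full block of FRET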
Target sequence (Q9Y5X4 whole entry, looked up): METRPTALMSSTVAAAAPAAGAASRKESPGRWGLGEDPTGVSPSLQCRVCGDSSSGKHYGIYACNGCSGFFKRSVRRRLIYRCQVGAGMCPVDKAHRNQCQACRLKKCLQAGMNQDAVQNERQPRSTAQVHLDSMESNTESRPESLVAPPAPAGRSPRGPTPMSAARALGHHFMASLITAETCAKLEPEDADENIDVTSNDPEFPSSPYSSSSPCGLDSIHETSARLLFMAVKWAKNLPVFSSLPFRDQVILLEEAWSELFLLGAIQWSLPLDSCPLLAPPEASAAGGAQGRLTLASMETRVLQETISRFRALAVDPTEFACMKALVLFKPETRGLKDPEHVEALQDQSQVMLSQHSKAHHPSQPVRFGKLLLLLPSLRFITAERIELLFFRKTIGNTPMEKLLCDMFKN
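System: GST-tagged NR2E3 plus biotinylated RetCOR corepressor; Buffer or medium: pH 7.5 Tris-based buffer; Probe or stimulus: RetCOR corepressor, biotinylated, 7 nM; Doses: compound at 4.8 µM, single dose; Schedule: 5 h incubation at 4 °C; Technique: time-resolved FRET; Evaluation: percent inhibition of TR-FRET ratio; Replication: one well per compound, singlicate testing.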
MITF TRPM1 inh = MITF TRPM1 promoter inhibition in SK-MEL-5 cells; inhibition, % at 12.5 µM; actives 0.83% (n = 330,000); AID 488899; SK-MEL-5 TRPM1 promoter luciferase, 24 h;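 active = mean inhibition across replicates of 60% or more, whatever share of single replicates reaches that level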; also: values of inactives mirror those of a sister screen read the other way
Vif imaging = inhibitors of HIV Vif; actives 0.35% (n = 340,000); inhibition, % at 7.49 µM; HEK293T cells, Vif self-association by quenched fluorescence, imaging, 24 h; AID 602346; in the data active = inhibition above about 50%, passing the limit was not always enough; also: some results filed as inactive read as strong as hits
CF NFkB block = cystic fibrosis NF-kB activation inhibition; KKLEB NF-kB-GFP reporter, PAF-induced, GFP fluorescence overnight; inhibition, % at 5 µM; actives 0.86% (n = 360,000);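 active = at least 50% inhibition at 5 µM, scaled per plate between neutral and stimulator controls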;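 also: PAF is a Pseudomonas aeruginosa culture filtrate used as stimulus; plate controls were PAF-stimulated DMSO wells for no effect and unstimulated DMSO wells for full effect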
CaV13 ICDI inh = Disruptors of the CACNA1D IQ motif to Ca2+-dependent inactivation inhibitor domain association, primary screening, Förster resonance energy transfer in intact living … | actives 0.098% (n = 340,000) | inhibition, % at 12.3 µM | AID 743397 | HEK cells, CFP/YFP FRET ICDI-IQ, plate reader, 10 min; percent FRET-ratio fall versus neutral wells;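 active = mean replicate inhibition of at least 30% and at least 1% of replicates passing that level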;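 also: 0% = median of the neutral control wells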
Shn3 3UTR inh = inhibitors of Schnurri-3 3'UTR reporter in osteoblasts | AID 588674 | Clone20 osteoblast Shn3 3'UTR firefly luciferase, 24 h | inhibition, % at 12.5 µM | actives 0.52% (n = 360,000);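 active = mean inhibition of at least 75% with every replicate also reaching 75%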;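 also: 0% = median of neutral control wells and 100% = pilot-screen positive control compound; some compounds past the cut are filed as inactive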
KKLEB cytotox = CF airway cell cytotoxicity counter-screen. activity change (cytotoxicity), % at 5 µM. KKLEB CF airway cells viability, ATPlite luminescence, overnight; active compounds read low; cells stimulated with P. aeruginosa culture filtrate. AID 602141. actives 0.36% (n = 360,000);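 active = corrected activity change at or below -50% at 5 µM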
NR2E3 ag-2 = agonists of human NR2E3 nuclear receptor. Q9Y5X4. CHO-S Gal4-NCOR/VP16-NR2E3 two-hybrid, luciferase. inhibition of corepressor binding, % at 3.98 µM. actives 0.35% (n = 360,000). AID 602229;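 active = inhibition above the mean of all tested compounds plus 3 SD, cut at about 70% in these data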;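 also: 0% = DMSO with NR2E3 transfected cells and 100% = cells lacking NR2E3 construct; higher means lower luciferase signal from less NR2E3 corepressor binding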
Peg3 prom inh = inhibitors of Peg3 promoter; inhibition, % at 20 µM; actives 1.7% (n = 360,000); HeLa PEG-Prom luciferase reporter, luminescence, overnight;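 active = inhibition of at least 50% at 20 µM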
An asterisk follows results filed as active; / = not tested or not shown.

SMILES	PDI turbidity	HIF-2a inh	NR2E3 ag-1	MITF TRPM1 inh	Vif imaging	CF NFkB block	CaV13 ICDI inh	Shn3 3UTR inh	KKLEB cytotox	NR2E3 ag-2	Peg3 prom inh
COc1ccc(N(C(=O)c2ccc(Br)o2)C2C=CS(=O)(=O)C2)cc1 (stereo unspecified)	-2	13	2	1	-5	2	-10	-9	-16	3	6
CCCC1OC(c2cc3c(cc2Cl)OCO3)OCC1CC (stereo unspecified)	4	7	/	3	-2	27	-4	62	11	-8	7
CN1CCN(C(=O)c2cccc(-c3cc(O)c4ncccc4c3)c2)CC1	-1	8	/	7	1	28	-8	60	-2	-45	-57
CCOC(=O)/C(C#N)=C/c1c(N2CCN(Cc3ccc4c(c3)OCO4)CC2)nc2c(C)cccn2c1=O	-2	13	0	7	16	14	-4	-1	-6	18	18
Cc1nn(-c2ccccn2)c(N)c1N=O	-4	-4	-7	6	8	16	-31	-9	-15	-14	-6
Cn1c(N)c(C(=O)CSc2nc3ccccc3c(=O)n2CCCN2CCOCC2)c(=O)n(C)c1=O	2	-8	0	-9	18	6	-5	-1	11	14	10
COc1ccc(Cl)cc1S(=O)(=O)N1CCCC(C(=O)NCc2ccccn2)C1 (stereo unspecified)	-2	10	-4	7	4	13	-6	-19	8	5	1
COc1ccc(C(=O)OCC(=O)Nc2cc(S(=O)(=O)N3CCOCC3)ccc2N2CCCC2)cc1	-4	16	2	-3	-8	9	-2	-8	-7	6	15
CCCC(=O)N(Cc1cc(=O)[nH]c2ccccc12)c1ccc(C)cc1	-3	9	1	18	-10	7	-5	1	6	-16	30
Cc1nc(-c2cccc(C(F)(F)F)c2)sc1C(=O)O	-6	-65	-1	-30	7	7	-8	1	1	-45	-45
CC(Sc1nnnn1-c1ccccc1)C(=O)Nc1ccc(N2CCN(C)CC2)cc1 (stereo unspecified)	-2	2	1	-7	-3	-6	-3	-3	15	7	-18
COc1cc2c(C)nc(C)c(C#N)c2cc1OC	5	13	-3	-5	0	-43	-1	-15	2	1	14
CCCCc1ccc(NC(=O)Nc2cc(C)nn2C)cc1	-6	-26	1	6	0	0	/	-1	0	34	3
Cc1ccc(C)c(NC(=O)c2cc(S(=O)(=O)N3CCCCC3)c[nH]2)c1	-5	11	4	/	1	1	-6	18	-7	-10	14
CCc1ccc(C(=O)Nc2cc(S(=O)(=O)N3CCOCC3)ccc2N2CCOCC2)cc1	4	9	/	-6	47	-9	-3	0	10	-9	0
Cc1nc(-c2ccc(F)cc2)c(CC(=O)N(C)CC(=O)Nc2cccc(F)c2)s1	-89	-3	/	/	-6	-16	-12	-1	-4	-18	-1
NC1=NC(=O)C2(COC(c3ccncc3)OC2)S1 (stereo unspecified)	1	22	3	5	2	-6	-3	1	11	-15	-1
OC1(c2ccccc2F)CCN(Cc2nnc(-c3ccccc3)o2)CC1	6	-18	-1	-1	-3	0	-5	-6	8	-16	-8
N#CCC(=O)Nn1c(=S)[nH]c2ccccc2c1=O	0	10	1	2	8	-6	/	-9	11	5	16
CCOc1cc(/C=C2/C(=N)N3C(=NC2=O)SN=C3S(=O)(=O)CC)ccc1OC(=O)c1ccco1	-7	11	-3	1	13	8	-2	-10	-3	-14	9
Cc1cccc(Cn2c(-c3ccc[nH]c3=O)nc3ccccc32)c1	-2	15	-4	16	-4	-3	-4	2	4	-6	-10
CC(NC(=O)C1CC1)c1ccc(-c2ccccc2)cc1 (stereo unspecified)	1	-26	-1	4	-3	-25	-23	21	-5	1	-11
Cc1cccc(C(=O)Nc2nccs2)c1[N+](=O)[O-]	-7	-3	0	-8	2	-7	-5	-4	0	-33	7
Cc1ccc2c(Cl)c(C)c(N3CCCC3)nc2n1	-7	2	-3	3	-7	-18	-2	-10	16	-10	-18
CCCn1nc(C(=O)OCC(=O)c2ccc3c(c2)NC(=O)CO3)c2ccccc2c1=O	-3	20	1	3	7	0	-3	-23	12	-45	7
The list goes on:
SMILES	PDI turbidity	HIF-2a inh	NR2E3 ag-1	MITF TRPM1 inh	Vif imaging	CF NFkB block	CaV13 ICDI inh	Shn3 3UTR inh	KKLEB cytotox	NR2E3 ag-2	Peg3 prom inh
Cc1ccc2nc(C3CCN(CC(=O)N4CCCCCC4)CC3)[nH]c2c1	0	4	6	9	-4	5	/	24	0	-1	-5
CN(CCc1cnn(C)c1)C(=O)C1CCC(=O)N(CC2CCCCC2)C1 (stereo unspecified)	17	6	2	-6	0	24	/	3	14	-19	-2
CN(c1ccccc1)S(=O)(=O)c1ccc(C(=O)OCC(=O)NCc2ccco2)cc1	2	13	-1	11	-1	14	0	-8	-2	-42	11
CCOc1ccc(C(C(=O)NCC2CCCO2)N(Cc2cccnc2)C(=O)c2snc(C(N)=O)c2N)cc1 (stereo unspecified)	8	4	/	-4	-1	4	-3	5	-1	-16	-18
Cc1ccccc1-n1nc(C(=O)O)c(C)c(C#N)c1=O	-5	9	1	5	/	-10	/	1	13	14	-5
CCOc1cc(N2CCOCC2)c(OCC)cc1NC(=O)C(NC(=O)c1ccco1)C(C)C (stereo unspecified)	7	-3	4	3	3	-5	/	8	6	-37	4
CCN=C1SC(C(N)=O)CC(=O)N1CC (stereo unspecified)	-1	14	3	0	3	-7	-5	0	5	10	2
Cc1cc(C)cc(-n2nnnc2SCC(=O)Nc2nc(-c3ccc(F)cc3)cs2)c1	12	17	-3	-3	5	33	-10	-19	-26	-15	20
COc1ccc(CCN(C)C2CCCN(S(=O)(=O)c3ccccc3F)C2)cc1OC (stereo unspecified)	12	10	/	5	-4	-7	-1	3	9	-11	11
NCC(c1ccc(Cl)cc1Cl)c1c[nH]c2ccccc12 (stereo unspecified)	-5	7	3	17	-5	21	-14	-1	-16	0	96*
Cc1nnc(SCC(=O)Nc2nccs2)s1	-1	3	-3	-2	-2	-14	-6	3	12	-33	13
COC(=O)CNc1cccc(C(F)(F)F)c1	4	20	-1	-14	1	-7	-7	-5	7	-11	17
COc1ccc(-n2cnc3cc(NS(=O)(=O)c4ccccc4)ccc32)cc1	-8	-144	1	-36	-6	9	-9	1	16	-21	-77
CC1(C(=O)NS(=O)(=O)c2ccc(C#N)cc2)CCN1C(=O)Cc1ccsc1 (stereo unspecified)	-1	4	/	/	-7	-4	-10	-29	-1	-26	-17
COc1ccc(C2CC(c3cccc(C)c3)n3ncnc3N2)cc1 (stereo unspecified)	/	-16	3	4	7	-14	-3	1	11	-1	-2
CCc1nc2ccc(C(=O)NCc3ccc4c(c3)OCO4)cn2c1N(C)Cc1cccs1	0	2	/	/	-7	8	-6	5	6	15	23
CC1CCN(S(=O)(=O)N2CCC(C(=O)NC3CCCC3)CC2)CC1	1	12	-1	16	-2	-21	76*	4	24	-15	25
Cc1ccccc1CN(C)CCc1ccccn1	4	9	4	1	-7	12	-1	-13	-18	-1	8
O=C(c1cc(=O)[nH]c2ccccc12)N1CCN(Cc2ccc3c(c2)OCO3)CC1	7	10	/	3	-2	-18	-2	13	14	13	20
Cc1ccc(S(=O)(=O)NC(=O)Nc2ccc(OC(F)F)cc2)cc1	1	12	-3	-8	-11	6	-6	-1	2	-10	2
CC(C)(C)OC(=O)N1CCC(C(=O)N2CCCCCC2)CC1	-13	4	2	-1	-9	-3	-6	-10	-4	-19	7
Cc1cccc(N2CCN(C(=O)NC3CCCCC3)CC2C)c1 (stereo unspecified)	-41	5	/	-8	-7	2	-3	9	1	-8	6
Cn1ncc(Br)c1NC(=O)Nc1ccc(OC(F)(F)F)cc1	-3	20	2	8	-5	7	-5	68	4	-3	14
O=C(Nc1ccc(N2CCCCC2)c(C(=O)O)c1)c1ccco1	6	-27	1	14	-14	-5	-5	-16	6	-29	-22
CN(C)S(=O)(=O)c1cccc(NC(=O)COc2ccccc2C(=O)NCc2ccccc2)c1	-14	1	/	6	0	-2	-5	9	-2	-41	37
Going on with the list.
SMILES	PDI turbidity	HIF-2a inh	NR2E3 ag-1	MITF TRPM1 inh	Vif imaging	CF NFkB block	CaV13 ICDI inh	Shn3 3UTR inh	KKLEB cytotox	NR2E3 ag-2	Peg3 prom inh
CCc1n[nH]c(=S)n1/N=C/c1ccc(NC(C)=O)cc1	2	14	-1	0	-1	-42	-3	5	-3	2	24
Nc1scc(-c2ccncc2)c1Cl	6	-199	3	-46	11	-1	-5	-84	-7	-54	-243
C=CCn1c(COc2ccc(F)cc2)nnc1SCC(=O)NC1CCCC1	-1	15	2	4	-3	-9	-2	-8	9	-24	7
CCCN(CCC)c1nc(Cl)nc(NCCN2CCOCC2)n1	8	10	-1	0	-9	-10	3	11	7	-23	18
CN(C)C(=O)c1c2c(nc3ccccc13)-c1ccccc1CC2	1	-5	4	-2	7	10	/	-22	-5	6	1
O=[N+]([O-])c1ccc(/C=N/n2c(-c3cccnc3)n[nH]c2=S)cc1	11	0	-2	-5	-1	-21	-17	1	4	-9	21
O=C(CN1CCOCC1)Nc1ccccc1Cl	-7	-2	4	5	-2	5	/	-5	8	-5	-7
Cc1cccc(NC(=O)c2ccc(S(=O)(=O)N3CC(C)OC(C)C3)cc2)n1 (stereo unspecified)	7	11	1	17	-17	1	-2	6	6	13	-3
Brc1c(CSc2nc3ccccc3o2)nc2ncccn12	6	-203	8	-36	11	7	-4	-41	-10	-127	-218
CCCCOc1ccc(C(=O)N2CCCC2)cc1	2	-152	0	-43	11	-9	-7	-24	4	-33	-106
O=C(NC(=S)NC1CCCC1)c1ccccc1Br	3	-40	-1	-15	25	-20	-5	-2	7	2	-14
CC1(C)Cc2cccc(OCC(=O)N3CCN(c4ccc(F)cc4)CC3)c2O1	-3	15	-7	10	-3	19	-2	32	-4	10	10
Cc1cc(N2CCN(C)CC2)nc2ccc(NC(=O)CCC(=O)N3CCN(c4ccc([N+](=O)[O-])cc4)CC3)cc12	0	10	1	-6	1	-11	-3	57	-13	-7	1
Cc1oc(-c2ccccc2)nc1CS(=O)CC(=O)NC1CCCCCC1 (stereo unspecified)	1	-13	0	-2	-1	-13	-5	-21	13	7	9
O=C(C[n+]1ccccc1)Nc1ccc(Oc2ccccc2)cc1	0	13	-3	-5	4	-10	-20	-1	-2	21	9
Cc1cc(C(=O)NN=C(CCC(=O)O)c2cccs2)c(C)o1	-8	9	/	-1	0	12	-2	-13	-12	-77	-4
CCN(CC(=O)Nc1ccc(C(=O)Nc2ccc(OC)cc2)cc1)Cc1nc2ccccc2c(=O)[nH]1	-2	6	4	-16	12	-20	-3	-6	-5	-35	38

Bioassay records from PubChem BioAssay.
